ADAM17 inh – ADAM17 inhibitors, primary screen, biochemical, QFRET | 370,000 tested, 0.83% active | recombinant ADAM17, EDANS/DABCYL FRET peptide cleavage | Disintegrin and metalloproteinase domain-containing protein 17 (Homo sapiens), P78536 | inhibition, % at 6.95 µM;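 active = inhibition above the mean of compounds lying between control limits plus 3 SD, set per campaign, cut at about 8.5% in these data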;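 also: 0% = DMSO-only wells as the low control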
TDP2 inh – human TDP2 enzyme inhibitors, primary screen, biochemical, epi absorbance, recombinant enzyme; Tyrosyl-DNA phosphodiesterase 2 (Homo sapiens), O95551; T5PNP hydrolysis, p-nitrophenol absorbance 415 nm; inhibition, % at 12.8 µM; 370,000 tested, 0.34% active;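 active = inhibition above the mean of all tested compounds plus 3 SD, set per campaign, cut at about 25% in these data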;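 also: 0% = DMSO with enzyme and 100% = buffer with substrate but no TDP2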
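System: recombinant human TDP2 / Amount: 120 nM TDP2 per well / Also added: 5 mM T5PNP chromogenic substrate / Doses: 12.8 µM single point, 1% DMSO / Incubation: 2 h at 37 °C / Detection: p-Nitrophenol epi absorbance / Evaluation: % inhibition relative to enzyme-containing and enzyme-free wells / Repeats: singlicate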
Tn7 DDE FP – inhibitors of Tn7 peptide binding to fibrin DD(E), primary screen, biochemical, fluorescence polarization, human fibrin, Tn7 probe. inhibition, % at 8.3 µM. 370,000 tested, 0.13% active. FP displacement of FITC-Tn7 peptide from fibrin DD(E); 0% = median of compound wells per plate;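 active = inhibition above the mean of compounds falling within the control limits plus 3 SD of them, cut at about 14% in these data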;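 also: 0% = plate median of compound wells and 100% = 10 µM Aha-Tn7 peptide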
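Also added: labelled Tn7 tracer, 0.1 µM; Assay system: human fibrin DD(E) protein; Amount: 2 µM fibrin DD(E); Schedule: 10 min compound pre-incubation, 3 h probe incubation at room temperature; Repeats: one replicate per compound; Read-out basis: percent inhibition; Measured by: fluorescence polarization of the labelled Tn7 tracer.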
ADAM10 inh – human ADAM10 inhibitors, primary screen, biochemical, QFRET, HTS; AID 720582, 2013; 370,000 tested, 0.62% active; recombinant ADAM10, EDANS/DABCYL FRET peptide cleavage, 3 h; inhibition, % at 7 µM; Disintegrin and metalloproteinase domain-containing protein 10 (Homo sapiens), O14672;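 active = inhibition above a per-campaign cutoff equal to the mean of compounds falling between control-based bounds plus 3 SD, cut at about 20% in these data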;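 also: 0% = DMSO wells while the 100% control is not disclosed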
Target sequence (O14672 214-748 limits assumed): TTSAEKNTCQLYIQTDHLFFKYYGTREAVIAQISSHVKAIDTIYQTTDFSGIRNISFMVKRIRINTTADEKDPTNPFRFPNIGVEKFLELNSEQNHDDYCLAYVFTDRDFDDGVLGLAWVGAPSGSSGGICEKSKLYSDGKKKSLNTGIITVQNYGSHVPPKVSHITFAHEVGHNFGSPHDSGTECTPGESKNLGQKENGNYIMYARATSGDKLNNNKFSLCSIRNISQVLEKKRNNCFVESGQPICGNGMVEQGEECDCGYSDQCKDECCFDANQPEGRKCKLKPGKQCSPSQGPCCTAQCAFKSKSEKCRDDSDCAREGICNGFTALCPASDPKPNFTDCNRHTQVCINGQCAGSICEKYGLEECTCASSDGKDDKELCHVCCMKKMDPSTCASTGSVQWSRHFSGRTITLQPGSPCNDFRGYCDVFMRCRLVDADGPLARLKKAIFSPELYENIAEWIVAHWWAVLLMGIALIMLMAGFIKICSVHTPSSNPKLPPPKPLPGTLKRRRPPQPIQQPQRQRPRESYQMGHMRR
ARFGAP1 inhibitor – inhibitors of rat ARFGAP1 GAP activity, primary screen, biochemical, fluorescence polarization, GDP tracer; 360,000 tested, 0.26% active; Arfgap1-stimulated ARF1 GTP hydrolysis, GDP FP detection; ADP-ribosylation factor GTPase-activating protein 1 (Rattus norvegicus), Q62848; inhibition, % at 16.5 µM;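 active = inhibition above a per-plate limit, mean inhibition of low control wells plus 3 SD, cut at about 25% in these data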;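 also: 0% = DMSO wells with enzyme and 100% = wells lacking Arfgap1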
Target sequence (Q62848 1-136 limits assumed): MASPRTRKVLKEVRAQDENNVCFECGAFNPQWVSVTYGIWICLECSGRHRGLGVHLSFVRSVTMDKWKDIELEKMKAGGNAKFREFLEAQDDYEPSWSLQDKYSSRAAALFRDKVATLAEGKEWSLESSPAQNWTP
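Repeats: one replicate per compound; assay system: rat Arfgap1 catalytic domain, aa 1-136; times: enzyme reaction 120 min at 25 °C after 20 min preincubation; detection: FP of antibody-bound GDP Alexa 633 tracer, ex 620/em 688 nm; benchmarks: high control wells lacking Arfgap1, low control full reaction with DMSO; reagent: human ARF1(Δ1-17)-GTP substrate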
PLCg1 inh – PLC-gamma1 enzyme inhibitors, primary screen, biochemical, fluorescence, purified enzyme. 1-phosphatidylinositol 4,5-bisphosphate phosphodiesterase gamma-1 (Homo sapiens), P19174. fluorogenic substrate. inhibition, % at 12.2 µM. 370,000 tested, 0.84% active. AID 720700, 2013; in the data active = inhibition above about 9.5%
ASAP1 GAP inh – inhibitors of human ASAP1 ArfGAP activity, primary screen, biochemical, fluorescence polarization; Arf-GAP with SH3 domain, ANK repeat and PH domain-containing protein 1 (Homo sapiens), …; ASAP1-stimulated ARF1 GTP hydrolysis, GDP FP detection; inhibition, % at 16.5 µM; 360,000 tested, 0.19% active; in the data active = inhibition above about 25%;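 also: 0% = vehicle with enzyme and substrate and 100% = no enzyme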
DDE Tn6 FP inh – inhibitors of Tn6 peptide binding to fibrin DD(E), primary screen, biochemical, fluorescence polarization, human fibrin, Tn6 probe; Fibrin DD(E) TRITC-Tn6 fluorescence polarization displacement; Fibrinogen beta chain (Homo sapiens), P02675; inhibition, % at 8.3 µM; 370,000 tested, 0.21% active;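 active = inhibition above a per-campaign cutoff: mean of compounds within control limits plus 3 SD, cut at about 15% in these data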;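 also: 0% = median of all compound wells on the plate and 100% = blocking peptide control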
KLK7 zymogen act – proKLK7 zymogen activators, primary screen, biochemical, fluorescence intensity. 370,000 tested, 0.9% active. activation, % at 7 µM. AID 652039, 2013. purified proKLK7, EDANS-DABCYL substrate fluorescence; 100% is mature enzyme control, 0% vehicle;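 active = activation above the mean of all tested compounds plus 3 SD, computed per campaign excluding outliers beyond control limits, cut at about 13% in these data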
Target sequence (P49862 whole entry, looked up): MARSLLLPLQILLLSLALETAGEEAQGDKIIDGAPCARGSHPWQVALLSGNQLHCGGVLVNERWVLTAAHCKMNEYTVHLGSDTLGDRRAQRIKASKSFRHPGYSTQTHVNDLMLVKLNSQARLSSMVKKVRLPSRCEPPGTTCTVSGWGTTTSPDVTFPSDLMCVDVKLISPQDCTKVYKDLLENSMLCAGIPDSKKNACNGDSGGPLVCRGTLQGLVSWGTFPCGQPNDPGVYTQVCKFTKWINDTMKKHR
LEDGF integ inh – blockers of LEDGF/p75-dependent integrase strand transfer – biochemical, TR-FRET, high throughput, primary screen | inhibition, % at 3.7 µM | 370,000 tested, 0.64% active | HIV-1 integrase (with human LEDGF/p75) | TR-FRET IN-LEDGF/p75 DNA integration, Eu/Cy5;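 active = inhibition above the screen-wide mean plus 3 SD, cut at about 13% in these data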;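 also: signal is the Cy5 over europium emission ratio at 671 and 618 nm; 0% = plate median of compound wells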
Starred values were filed as active, the others as inactive; nt = not tested or not shown. An unsorted share of the library, and some 4.2% of all compounds hit somewhere here.

TDP2 inh,PLCg1 inh,ADAM10 inh,LEDGF integ inh,ADAM17 inh,KLK7 zymogen act,ASAP1 GAP inh,Tn7 DDE FP,ARFGAP1 inhibitor,DDE Tn6 FP inh,Compound
3,4,-8,0,-1,0.9,-6,0,-12,0,CN1CCC(NC(=O)c2cccs2)CC1
-2,1,0,-2,-3,-0.1,2,4,7,0,CCOC(=O)NC(=O)COC(=O)CNC(=O)c1cccc(OC)c1
-1,-5,1,-1,-5,0.7,1,9,6,-1,Clc1ccc(SCc2cn3ccsc3n2)cc1
4,1,-4,4,0,0.1,-1,-3,-5,4,O=C(NCc1ccncc1)C(=O)C1C(=O)Nc2ccccc21 (centres undefined)
0,1,-3,-1,-2,-0.5,5,5,0,-7,CCC(C(=O)OCC(=O)Nc1c(Cl)cccc1Cl)c1ccccc1 (centres undefined)
-14,1,6,1,3,-0.1,-2,-6,0,7,O=C1NC(=S)SC1=Cc1ccccc1C(=O)O
-12,1,-5,-3,-1,0.4,-2,-3,13,-2,COc1ccccc1CCc1nnc(N)s1
-13,2,5,-2,-4,0.0,4,-1,-5,3,COc1ccc(NS(=O)(=O)c2c(C(=O)N3CCCCCC3)c(C)n(C)c2C)cc1
-11,-1,1,-4,-10,0.2,0,6,8,-5,CCOC(=O)c1ccc(NC(=O)CN2CCN(Cc3ccccc3)CC2)cc1
6,1,7,-2,4,0.2,-6,5,9,5,O=C(c1ccoc1)N1CCC2(CC1)Oc1ccc(Cl)cc1C(=O)C21CC(c2ccccc2)=NO1 (centres undefined)
-8,2,-7,3,-5,0.9,6,8,-3,-6,N=C(N)c1ccc(OCCCCCOc2ccc(C(=N)N)cc2)cc1
-21,4,9,7,0,-0.6,-2,0,6,-1,Cn1c(SCC(=O)N/N=C/c2ccc(O)c(O)c2)nc2ccccc21
10,-1,-3,2,-2,-0.1,nt,-4,nt,-7,COC(=O)[C@]12C[C@H](CC(=O)NCc3cccc(C(F)(F)F)c3)C(=O)N(Cc3ccc(Cl)cc3Cl)C1=C[C@H](C(C)C)O[C@@H]2C1CC1
8,-6,-1,10,-3,-0.5,6,0,-2,3,O=C(COC(=O)/C=C/c1ccc(Br)o1)Nc1cccc(S(=O)(=O)N2CCOCC2)c1
-8,-2,1,3,-2,-0.6,-3,-6,7,-9,CC(OC(=O)/C=C/c1cccc(F)c1)C(=O)NC1CCCCC1C (centres undefined)
2,3,6,-2,4,0.2,4,-2,5,2,CN(Cc1ccc(OC(F)F)cc1)C(=O)c1cccc(S(=O)(=O)N2CCN(Cc3ccccc3)CC2)c1
5,0,-6,3,-5,0.2,-1,-5,-5,2,COc1ccc(-n2ccnc2CN2CCN(C3CCCC3)C(CCO)C2)cc1 (centres undefined)
5,14*,24*,10,11*,0.1,-16,3,-5,-19,O=C(O)c1ccccc1NS(=O)(=O)c1ccc(NNC(=S)Nc2ccc(OC(F)F)cc2)c([N+](=O)[O-])c1
-1,0,-13,0,-1,0.4,-11,0,-13,3,Cc1ccc(-n2nnc3c(=O)n(CC(=O)NCc4ccco4)cnc32)cc1
1,2,-10,0,5,-0.5,nt,0,nt,6,O=C1CC(N2CCOCC2)=NC(=O)N1c1ccc(Br)cc1
8,1,-11,4,-9,-0.1,3,-4,10,-10,COc1ccc(/C=N/n2cnc3c([nH]c4ccccc43)c2=O)cc1CO
10,3,-2,0,-4,0.0,-2,-4,-4,2,COc1cccc(CNC(=O)C(=O)NCCc2ccc(OC)c(OC)c2)c1
6,-38,-201,4,-57,-1.5,18,0,11,0,CN(C)c1ccc(-c2ccnc3c2CC(C)(C(=O)Nc2cccc(OC(F)(F)F)c2)O3)cc1 (centres undefined)
1,0,1,1,-4,0.0,5,3,-14,1,O=C(NCCCN1CCCCC1)c1ccc2c(c1)NC(=O)c1ccccc1S2
3,1,-4,2,-4,-0.6,-6,-5,1,4,COc1cccc(NC(=O)N(C)C[C@H]2OCc3cn(nn3)CCCC(=O)N([C@@H](C)CO)C[C@@H]2C)c1
0,-2,-18,1,-1,0.0,8,-2,5,4,Cc1cc(C)nc(NS(=O)(=O)c2ccc(Br)s2)c1
0,2,3,0,-2,-0.2,11,-5,13,0,O=C(Cc1cccc(NC(=O)C2CCCN(C(=O)C3CCC3)C2)c1)Nc1cccc(C(=O)N2CCCCC2)c1 (centres undefined)
5,1,-2,4,-2,-0.5,-1,-2,-9,-2,O=C(Nc1ccccc1)c1ccc(OC(=O)c2ccccc2)cc1
-1,3,5,-1,-2,0.2,-1,-10,2,-1,O=CNCCCc1nc2ccccc2n1Cc1cccc2ccccc12
-3,-3,6,2,0,-0.9,3,0,5,-9,COc1ccc(OCC(=O)Nc2cccc(C(=O)Nc3ccccc3C(=O)O)c2)cc1
-2,-1,-1,-3,1,0.2,1,8,8,2,CC(NC1CCCC1)c1ccccc1 (centres undefined)
14,4,5,1,-2,0.0,13,0,-14,5,CCCCN(CCCC)C(=O)CSc1nnc2n(C)c(=O)c3c4c(sc3n12)CCCC4
4,8,5,2,2,0.1,16,-3,14,-3,CCOC(=O)N1CCN(C(=S)NC(=O)c2ccnn2C)CC1
-5,10*,1,-1,1,0.0,0,-4,-3,-3,Cc1nc2ccccn2c1C(=O)NCc1ccc2c(c1)OCO2
12,2,-6,1,-2,-0.4,-9,-2,9,-6,CN1CCN(CC(=O)C23CC4CC(CC(C4)C2)C3)CC1
-5,5,-5,4,-1,0.1,10,-7,5,7,Cc1ccc(S(=O)(=O)NNC(=O)Nc2ccc(Cl)cc2)cc1
-8,0,0,2,-1,-0.4,-2,-1,-14,-2,COc1ccccc1N1CCN(CC(=O)NC(=O)NCc2ccccc2)CC1
-12,4,2,4,4,0.6,1,-10,-6,0,Nc1cccc(C(=O)Nc2ccc(N)cc2Cl)c1
-5,4,-2,-3,0,0.4,-3,3,12,0,COc1ccc(OC)c(S(=O)(=O)NCCOC23CC4CC(CC(C4)C2)C3)c1
-4,5,7,0,0,-0.2,0,7,13,0,O=C(NCc1ccc(F)cc1)c1nc(-c2cccs2)no1
-4,-12,-8,-6,-1,-0.3,nt,2,nt,2,COc1ccc(Br)cc1C=NNC(=O)c1ccncc1
5,-34,-4,-2,-5,-0.8,-2,0,3,-2,CCOc1ccc(C(C)=O)cc1CSc1nnc(N)s1
-19,6,4,5,2,-0.4,11,-1,7,-2,COc1ccc(CCNC(=O)CN2CCN(c3cccc(Cl)c3)CC2)cc1OC
4,-1,-1,-4,-3,-0.1,-7,-1,15,-10,O=C(NCc1ccccc1)C(c1ccc(O)cc1)N(C(=O)c1cnccn1)c1ccccc1 (centres undefined)
10,-1,-3,2,-4,0.0,-1,6,7,-1,Brc1ccc(CNc2cc3c(cc2Br)OCCO3)cc1

3 compounds out of the list above, arranged by their value in DDE Tn6 FP inh, low to high.
TDP2 inh,PLCg1 inh,ADAM10 inh,LEDGF integ inh,ADAM17 inh,KLK7 zymogen act,ASAP1 GAP inh,Tn7 DDE FP,ARFGAP1 inhibitor,DDE Tn6 FP inh,Compound
10,-1,-3,2,-4,0.0,-1,6,7,-1,Brc1ccc(CNc2cc3c(cc2Br)OCCO3)cc1
-2,-1,-1,-3,1,0.2,1,8,8,2,CC(NC1CCCC1)c1ccccc1 (centres undefined)
-5,5,-5,4,-1,0.1,10,-7,5,7,Cc1ccc(S(=O)(=O)NNC(=O)Nc2ccc(Cl)cc2)cc1

The list continues:
TDP2 inh,PLCg1 inh,ADAM10 inh,LEDGF integ inh,ADAM17 inh,KLK7 zymogen act,ASAP1 GAP inh,Tn7 DDE FP,ARFGAP1 inhibitor,DDE Tn6 FP inh,Compound
-2,1,-5,-1,-5,0.0,5,9,-2,5,O=C(N/N=C/c1cc([N+](=O)[O-])cc(Br)c1O)C12CC3CCC(CC(C3)C1)C2
14,1,-3,-5,-2,-0.6,-3,2,-3,-4,O=C(O)c1ccc(S(=O)(=O)N2CCCC2)cc1
3,-2,-1,0,-1,0.6,-1,-4,2,-11,O=C(Cc1ccc(NC(=O)C2CCCN(C(=O)CCc3ccccc3)C2)cc1)Nc1cccc(C(=O)N2CCCC2)c1 (centres undefined)
3,-5,-10,1,-4,-0.2,-3,0,-3,-3,COc1cc2c(cc1OC)CN(C(=O)CNS(=O)(=O)c1ccc(C)c(C)c1)CC2

By substructure: those above with a Cl atom.
TDP2 inh,PLCg1 inh,ADAM10 inh,LEDGF integ inh,ADAM17 inh,KLK7 zymogen act,ASAP1 GAP inh,Tn7 DDE FP,ARFGAP1 inhibitor,DDE Tn6 FP inh,Compound
-1,-5,1,-1,-5,0.7,1,9,6,-1,Clc1ccc(SCc2cn3ccsc3n2)cc1
0,1,-3,-1,-2,-0.5,5,5,0,-7,CCC(C(=O)OCC(=O)Nc1c(Cl)cccc1Cl)c1ccccc1 (centres undefined)
6,1,7,-2,4,0.2,-6,5,9,5,O=C(c1ccoc1)N1CCC2(CC1)Oc1ccc(Cl)cc1C(=O)C21CC(c2ccccc2)=NO1 (centres undefined)
10,-1,-3,2,-2,-0.1,nt,-4,nt,-7,COC(=O)[C@]12C[C@H](CC(=O)NCc3cccc(C(F)(F)F)c3)C(=O)N(Cc3ccc(Cl)cc3Cl)C1=C[C@H](C(C)C)O[C@@H]2C1CC1
-5,5,-5,4,-1,0.1,10,-7,5,7,Cc1ccc(S(=O)(=O)NNC(=O)Nc2ccc(Cl)cc2)cc1
-12,4,2,4,4,0.6,1,-10,-6,0,Nc1cccc(C(=O)Nc2ccc(N)cc2Cl)c1
-19,6,4,5,2,-0.4,11,-1,7,-2,COc1ccc(CCNC(=O)CN2CCN(c3cccc(Cl)c3)CC2)cc1OC
